A-T KAP1 phos – candidate therapy for ataxia-telangiectasia | […] A-T fibroblasts, KAP-1 phosphorylation AlphaLISA; neocarzinostatin DNA damage 30 min before lysis | Potency, µM (doses to about 57.5 µM), for the others: top-dose activation, hits mostly activators | 0.19% of 320,000 active; also: potency is read from the fitted curve at half-maximal effect; % of control where 0% means no effect; nearly all actives have a fitted effect of over 45% in size
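ATM-like activity read as KAP-1 phosphorylation via AlphaLISA donor/acceptor antibody pairs after lysis and 6 hr at 25C. Cells were ATM-null patient fibroblasts ([…], hTERT), dosed 60 min, then exposed to the DSB inducer NCS for 30 min.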
TSHR antagonist – blocks TSH signaling through the human TSH receptor; 0.2% of 330,000 active; P16473; activity change, negative = inhibition, % at 11.5 µM; TSHR-expressing cells, TSH-stimulated cAMP HTRF, 2 h; hits give low values;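 active = activity change below a set negative limit, meaning inhibition stronger than a set level, cut at about -70% in these data; inconclusive = activity change between two set negative limits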; also: % is scaled to controls: 0 for no effect and ±100 for the full control effect
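Read-out is FRET at 665 nm (cryptate excitation 337 nm) from a cryptate-tagged anti-cAMP antibody, competed by cell cAMP against cAMP-d2. Compounds are tested on freshly harvested TSHR cells challenged with 4nM TSH (EC80) for 2 hours at 37 deg C.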
Mito fusion yeast – blocks mitochondrial division or promotes mitochondrial fusion. S. cerevisiae fusion-defective mutant growth rescue, CellTiterGlo 48 h. Potency, µM (titrated, usually from 46.1 µM), for the others: at the highest dose growth rescue (activation), most hits filed as activators. 0.23% of 320,000 active. AID 485298;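 also: potency is read from the fitted curve at half-maximal effect; % of control where 0% means no effect; nearly all actives have a fitted effect of over 45% in size; temperature-sensitive fusion mutants such as fzo1-1 at 37 °C on non-fermentable ethanol glycerol medium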
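Growth-rescue viability read-out: after 48 h at the non-permissive 37C in glycerol/ethanol YPEG, yeast mitochondrial fusion mutants are measured by CellTiterGlo luminescence; compounds (23 nl pinned per well) restoring growth score as division inhibitors or fusion activators.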
MLL CXXC-DNA inh – MLL CXXC-DNA interaction inhibition; MLL-CXXC / FITC-HOXA9 DNA fluorescence polarization; Potency, µM (doses to about 115 µM), for inactives: at the highest dose activity change, negative = inhibition, actives largely listed as inhibitors; 0.037% of 290,000 active; AID 2662; active = well fitted inhibition curve with a large enough effect in the polarisation, with a control signal flat, not every such curve was filed as active; inconclusive = small, poorly fitted or top-dose-only effect, or effect the other way, or a change in a side signal; inactive = no such curve, though single readings can be large or run the other way; the % refers to the polarisation; also: potency is read from the fitted curve at half-maximal effect
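Fluorescence polarization: 7 uM MLL-CXXC (stock) preincubated 5 min with compounds, then 50 nM fluorescein-HOX-A9 DNA (stock) added; 30 min ambient. Buffer 50 mM Tris-HCl pH 7.5, 50 mM NaCl, 1 mM DTT, 0.05% BSA.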
TSG101-PTAP inh – blocks PTAP/TSG101 interaction to inhibit HIV-1 budding | Q99816 | Fluorescence polarization, FITC-PTAP peptide / Tsg101 binding | Potency, µM (highest dose often 115 µM), without a hit: top-dose activity change, negative = inhibition, usual class: inhibitors | 340,000 tested, under 10 active | AID 493005; active = well fitted inhibition curve with a large enough effect in the main read-out, with a control signal flat, not every such curve was filed as active; inconclusive = small, poorly fitted or top-dose-only effect, or effect the other way, or a change in a side signal; inactive = no such curve, though single readings can be large or run the other way; also: potency is read from the fitted curve at half-maximal effect; % of control where 0% means no effect
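FP read-out: FITC-PTAP peptide, 50 nM final, binding Tsg101 binding domain, 10 uM final; 20 min, r.t.; 10 mM HEPES pH 7.5, 0.15 M NaCl, 0.01% Tween 20, 3 mM EDTA, 0.1 mM TCEP.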
S-ASM inh – inhibitors of human secretory acid sphingomyelinase; P17405; placental ASM, HMU-PC fluorogenic substrate, 60 min; Potency, µM (series often up to 57.5 µM), without a hit: at the highest dose activity change, negative = inhibition, actives largely listed as inhibitors; 0.006% of 340,000 active; AID 504937; also: potency is read from the fitted curve at half-maximal effect
Target sequence (P17405 47-631 limits assumed): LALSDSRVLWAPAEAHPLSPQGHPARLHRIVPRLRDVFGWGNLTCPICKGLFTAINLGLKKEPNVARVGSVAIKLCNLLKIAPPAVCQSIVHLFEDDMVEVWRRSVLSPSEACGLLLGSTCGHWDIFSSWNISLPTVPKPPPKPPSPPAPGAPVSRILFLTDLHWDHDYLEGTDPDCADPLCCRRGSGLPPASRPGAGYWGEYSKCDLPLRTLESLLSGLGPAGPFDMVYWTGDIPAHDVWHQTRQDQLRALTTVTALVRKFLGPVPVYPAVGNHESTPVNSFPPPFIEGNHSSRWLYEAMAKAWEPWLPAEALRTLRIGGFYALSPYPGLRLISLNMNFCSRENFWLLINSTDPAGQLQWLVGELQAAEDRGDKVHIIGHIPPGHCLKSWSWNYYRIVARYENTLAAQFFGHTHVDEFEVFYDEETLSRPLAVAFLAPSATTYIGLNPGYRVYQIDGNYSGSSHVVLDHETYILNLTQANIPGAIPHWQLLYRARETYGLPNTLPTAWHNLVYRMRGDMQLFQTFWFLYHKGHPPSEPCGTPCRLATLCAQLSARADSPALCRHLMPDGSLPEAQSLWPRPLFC
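Fluorogenic HMU-PC substrate (9 uM final) is turned over by placental ASM in 60 min at 37 C after a 10 min compound preincubation. Reaction ended by alkaline stop (pH 10), with fluorescence read at 386/447 nm.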
TCR activator – T cell receptor activation; 330,000 tested, under 10 active; primary human leukocytes, anti-CD3, IL-2 HTRF, 48 h; Potency, µM (highest dose often 9.22 µM), inactives show top-dose activation of IL-2 secretion, usual class: activators; also: % of control where 0% means no effect
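Human primary leukocytes + a-CD3 beads + cpd, 48 hr; IL-2 in supernatant by HTRF (ex 320nm / em 665nm). No co-stimulatory signal supplied.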
Menin MLL FP TR – displaces Texas Red mutant MLL peptide from human menin; Menin + Texas Red MLL mutant peptide, fluorescence polarization; Potency, µM (titrated, usually from 61.6 µM), for inactives: top-dose FP activity change, negative = inhibition, hits mostly inhibitors; 0.23% of 270,000 active; AID 1768; active = well fitted inhibition curve with a large enough effect in the polarisation, with a control signal flat, not every such curve was filed as active; inconclusive = small, poorly fitted or top-dose-only effect, or effect the other way, or a change in a side signal; inactive = no such curve, though single readings can be large or run the other way; the % refers to the polarisation; also: potency is read from the fitted curve at half-maximal effect; % of control where 0% means no effect; many of its hits are not listed in these tables
Integrin act MD – integrin-mediated muscular dystrophy alleviation activation. alpha7betagal myoblasts, beta-gal FDG fluorescence, 48 h. Potency, µM (titrated, usually from 38.3 µM), inactives show top-dose activation, actives largely listed as activators. AID 624291. 0.064% of 350,000 active;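 also: potency is read from the fitted curve at half-maximal effect; 100% = response of the positive control SU9516; nearly all actives have a fitted effect of over 60% in size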
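alpha7betagal+/- myoblasts (passage 13, 250/well) treated 48 h at 37C with compounds at 1:260 dilution of DMSO stock. Lysed, then beta-galactosidase activity read as FDG fluorescence (ex 480/em 540) after 30 min, with pre-read for autofluorescence.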
MBNL1-CUG inh – blocks human MBNL1 binding to CUG repeat RNA | Q9NR56 | TR-FRET MBNL1-His/biotin-(CUG)12 binding, 665/545 ratio | Potency, µM (top dose mostly 57.5 µM), for inactives: at the top dose activity change, negative = inhibition, most hits filed as inhibitors | 0.036% of 280,000 active | AID 2675; active = well fitted inhibition curve with a large enough effect in the signal ratio, with a control signal flat, not every such curve was filed as active; inconclusive = small, poorly fitted or top-dose-only effect, or effect the other way, or a change in a side signal; inactive = no such curve, though single readings can be large or run the other way; the % refers to the signal ratio; also: potency is read from the fitted curve at half-maximal effect; % is scaled to controls: 0 for no effect and ±100 for the full control effect
Target sequence (Q9NR56 whole entry, looked up): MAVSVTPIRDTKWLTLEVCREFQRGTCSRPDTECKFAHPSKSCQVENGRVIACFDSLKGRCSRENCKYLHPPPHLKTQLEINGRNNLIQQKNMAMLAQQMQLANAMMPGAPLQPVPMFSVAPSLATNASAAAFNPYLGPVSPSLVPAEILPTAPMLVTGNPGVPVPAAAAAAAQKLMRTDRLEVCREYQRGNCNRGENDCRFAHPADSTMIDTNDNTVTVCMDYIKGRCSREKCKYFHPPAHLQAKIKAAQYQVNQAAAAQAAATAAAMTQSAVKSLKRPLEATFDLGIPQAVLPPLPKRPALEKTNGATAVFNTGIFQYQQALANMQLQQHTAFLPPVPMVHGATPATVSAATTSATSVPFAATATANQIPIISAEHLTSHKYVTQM
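Ratiometric TR-FRET (665 over 545 nm, excitation 340 nm) tracks disruption of MBNL1-His/biotin-(CUG)12 complex after 60 min at room temperature, with compounds at 92 nM to 58 uM final.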
* hit, by the source's call; u = inconclusive; x = not tested or not shown; [ ] = remark or other dose. Unless noted, calls follow the shape of the dose curve; as a rule, active = well fitted curve in the direction sought with a large enough effect; inconclusive = small, poorly fitted or top-dose-only effect, or another doubt; inactive = no such curve, though single readings can be large; an effect the other way counts as inactive or inconclusive. An excerpt (hit frequency here may not be typical).

SMILES | A-T KAP1 phos | TSHR antagonist | Mito fusion yeast | MLL CXXC-DNA inh | TSG101-PTAP inh | S-ASM inh | TCR activator | Menin MLL FP TR | Integrin act MD | MBNL1-CUG inh
COc1ccc(/C(O)=C2/C(=O)C(=O)N(c3ncccn3)C2c2ccc(C(C)(C)C)cc2)cc1 (stereo not drawn) | 2.5% | -11.0 | -5.7% | 4.5% | x | x | x | 31.3%[activator] | x | 3.5%
COC(=O)CCC(=O)OC1(C)C(=O)C=C2C=C(C3CC3)N(C3CC3)C=C2C1=O (stereo not drawn) | -9.7% | 7.5 | 8.6% | 10.6% | -6.5% | 15.3% | -1.8% | -21.2%[11.7 µM] | 22.1% | u
CC1(C)CC(=O)C2=C(C1)OC(N)=C(C#N)C2c1ccsc1 (stereo not drawn) | -5.7% | 6.4 | -1.4% | -7.6% | -3.5% | 0.3% | 4.0% | 8.8% | 5.3% | 2.9%
O=C(CCSc1ccccc1)Nc1nc2c(s1)CCCC2 | 1.6% | -3.4 | 12.1% | 0.2% | 0.6% | 0.1% | 1.4% | 3.6% | 0.4% | -6.8%
C=C(C)COc1ccc(-c2ncncc2-c2ccc(OC)cc2)c(O)c1 | -5.7% | -4.2 | 2.7% | 4.1% | -6.4% | -9.2% | 0.9% | -0.3% | -24.7% | -2.4%
Cc1ccc(C(=O)NNC(=S)NC(=O)c2ccc(Cl)cc2Cl)cc1 | -0.9% | 5.6 | -3.6% | u | -5.6% | -0.8% | x | x | -34.4% | -0.1%
O=C(c1ccco1)N1CCN(C(=O)C2Cc3ccccc3CN2S(=O)(=O)c2ccc(F)cc2)CC1 (stereo not drawn) | -0.8% | 3.1 | 7.2% | -8.1% | -2.7% | 0.3% | 0.6% | -13.6% | -15.6% | 6.3%
CCC(Oc1ccccc1)C(=O)O/N=C(\N)c1ccc(OC)c(OC)c1 (stereo not drawn) | 3.9% | -8.3 | 11.9% | 8.7% | -4.0% | -6.5% | -3.1%[46.1 µM] | -0.2% | u | x
C/C(=N\NC(=O)c1cc(C(C)(C)C)[nH]n1)C12CC3CC(CC(C3)C1)C2 | 5.1% | -5.8 | 2.3% | 9.0% | -4.2% | 1.0% | 7.0% | u | -20.3% | 8.6%
CCOCCc1nnc(NC(=O)CN2C(=O)c3ccccc3C2=O)s1 | -0.9% | 39.4 | -0.6% | -4.2% | -11.0% | 3.7% | 2.0% | -13.5% | 5.8% | 12.2%
CC(C)NC(=O)COC(=O)c1cc(F)c(F)cc1Cl | 0.2% | 3.5 | 2.2% | 2.2% | -4.1% | 2.3% | 1.0% | 6.1% | 11.6% | -2.8%
COc1ccccc1OCCNC(=O)C(CCSC)NC(=O)COc1ccccc1 (stereo not drawn) | -5.8% | -2.1 | -2.4% | x | -2.4% | -1.7% | -0.3% | x | 1.7% | x
O=C(c1ccco1)N1CCN(c2cc(C(F)(F)F)nc3ncnn23)CC1 | 3.3% | -13.9 | -1.5% | 1.4% | -5.3% | 3.8% | -0.8% | -3.4% | 20.7% | -2.6%
C=C1c2cccc(OC)c2O[C@H](C(=O)OCC)[C@@H]1CC(CC)CCCC (stereo partly drawn) | -9.1% | -14.6 | x | x | -6.5% | -12.9% | -5.8%[46.1 µM] | -11.8%[94.6 µM] | 3.0% | x
O=C(Nc1ccc(NC(=S)NC(=O)c2cccs2)cc1)c1ccccc1 | -3.8% | -0.5 | -2.3% | 8.8% | -2.9% | -5.1% | 3.4%[46.1 µM] | -26.9% | 1.3% | -5.8%
O=C(Nc1cccc(Br)c1)c1ccn[nH]1 | 2.3% | 2.5 | 9.6% | -1.0% | -4.6% | 1.7% | -4.9% | u | -4.9% | -1.6%
O=C(Nc1nccs1)c1ccc(-c2ccccc2Cl)o1 | -7.5% | -10.7 | u | 3.9% | -9.0% | -10.0% | 4.5% | u | -1.2% | 3.4%
Cc1ccc(C)c(S(=O)(=O)N2CCCOC2CNC(=O)C(=O)NC2CCCCC2)c1 (stereo not drawn) | 16.3% | 35.5 | 10.4% | -7.2% | 1.8% | 1.0% | 5.9% | x | 16.6% | -3.5%
COc1ccc2c(c1)c(=O)c(C(=O)O)c(-c1ccc3c(c1)OCO3)n2C | -0.3% | 6.1 | -20.0% | 0.4% | -1.4% | -2.5% | 1.3%[46.1 µM] | 6.2% | 1.6% | -9.5%[11.5 µM]
CC(=O)c1ccc(OCC(O)CN2CCN(S(=O)(=O)c3cccc(Br)c3)CC2)cc1 (stereo not drawn) | -0.9% | 0.7 | 7.7% | 2.8% | 0.6% | -0.3% | -2.2% | 6.6% | -8.3% | -2.7%
COc1cc(NS(=O)(=O)c2ccc(NC(=O)c3cccnc3)cc2)ncn1 | 2.6% | 18.8 | 1.1% | 8.4% | -6.4% | 4.3% | -0.1% | -9.2% | -18.3% | -0.9%
COC(=O)c1ccc(C(=O)OC)c(NC(=O)COC(=O)CC2CC3CCC2C3)c1 (stereo not drawn) | x | -14.5 | 11.7% | 1.6% | -3.5% | 6.0% | 5.6% | -0.8% | 1.4% | -2.6%
COc1ccc(/C=N/n2c(C)nnc2C)c(OC)c1OC | 3.3% | u | 0.4% | -2.1% | -5.2% | 1.6% | 14.0% | -16.5% | 13.2% | -4.8%
Cc1c(NC(=O)C(C)OC(=O)CCOc2ccccc2)c(=O)n(-c2ccccc2)n1C (stereo not drawn) | 2.3% | 5.7 | -8.8% | x | -2.2% | 1.0% | 3.8% | x | 10.7% | x
Cc1ccc(S(=O)(=O)Nc2cccc(Cl)c2)cc1NC(=O)C1CC1 | -10.2% | x | x | x | -6.4% | -1.5% | -0.5% | x | 22.0% | x
CC(NC(=O)COC(=O)C1=COCCO1)C12CC3CC(CC(C3)C1)C2 (stereo not drawn) | 5.9% | 18.3 | 0.0% | -5.8% | 3.8% | 0.7% | -0.8% | -12.8% | 13.3% | -4.8%
Cc1cccc(C(=O)NC(=S)N2CCN(c3ccc([N+](=O)[O-])cc3)CC2)c1 | 0.0% | 7.7 | -7.6% | -0.1% | -2.2% | -2.3% | -9.1%[46.1 µM] | -10.8% | 0.0% | x
O=C(NCCCN1CCCC1=O)C(=O)NCC1OCCCN1S(=O)(=O)c1cc(F)ccc1F (stereo not drawn) | 9.6% | 1.7 | 0.5% | 11.4% | -3.1% | 4.0% | -5.0% | x | -9.2% | -2.0%
C(=N\Nc1nc(N2CCOCC2)nc(N2CCOCC2)n1)/c1cccnc1 | 1.8% | -2.9 | -4.2% | -3.0% | -3.1% | -0.5% | 2.4% | 5.3% | -3.0% | 18.8%
Nc1nnc(SCC(=O)N2CCN(Cc3ccccc3)CC2)s1 | x | -12.5 | 0.3% | 4.6% | -6.1% | 3.9% | -0.2% | 7.4% | 5.1% | 4.9%
CCCNC(=O)CN1CCN(c2cc3ccccc3c(Cl)n2)CC1 | 7.6% | 1.9 | -7.9% | -1.0% | -9.2% | 5.4% | -4.3% | -23.5% | 9.1% | 20.7%
Cc1cc(-c2ccccc2)nc2cc(C(=O)N(Cc3ccccc3)Cc3ccccc3)nn12 | 5.8% | -1.5 | 15.6% | 1.1% | -0.5% | 30.3% | 1.9%[46.1 µM] | -25.6% | -57.3%[inhibitor] | -1.9%
COc1ccc(NC(=O)C(Cc2cc(C)cc(C)c2)C(C)C(=O)O)cc1 (stereo not drawn) | 6.7% | -3.9 | 2.6% | u | -2.4% | 10.4% | -4.9% | 11.0% | 15.5% | 3.1%
CCCCCc1c(C)nc(N2CCN(Cc3ccc4c(c3)OCO4)CC2)[nH]c1=O | 2.3% | 0.3 | 4.0% | 16.0% | -10.1% | 1.5% | -4.8% | u | 6.9% | -4.2%
COc1cccc(N2CCN(c3ncccn3)CC2)c1 | -1.7% | -4.5 | -2.9% | 1.6% | -7.4% | 3.0% | -0.8% | -19.5% | 22.4% | -9.5%
O=C(Nc1ccc(NC(=O)c2ccc(Cl)cc2Cl)cc1)c1cccs1 | -0.6% | -5.1 | -4.5% | 10.6% | -3.1% | -1.6% | 0.0% | u | -44.7% | -6.9%

Compound activity (PubChem)
